Screens from PubChem BioAssay.
MBD2 inh: blocks human MBD2 binding to methylated DNA; Q9UBB5; TR-FRET, MBD2 binding to methylated oligonucleotide; inhibition, % at 4.4 µM; 370,000 compounds, 0.31% hits; AID 686964; in the data active means inhibition above about 13%
PRMT1 inh: blocks human protein arginine methyltransferase 1 | 370,000 compounds, 1.3% hits | inhibition, % at 2.79 µM | AID 652257 | recombinant PRMT1, activity-based probe fluorescence polarization | Q99873;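 active means inhibition above about 21% made by adding two undisclosed values, limit read from the data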
UHRF1 MBD2 ctr: blocks human UHRF1 binding to methylated DNA. 370,000 compounds, 0.75% hits. UHRF1 binding to methylated oligo, TR-FRET. Q96T88. inhibition, % at 4.4 µM; in the data active means inhibition above about 21%;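 further: UHRF1 SRA domain binding a hemimethylated CpG hairpin DNA probe; 0% = median of test compound wells and 100% = reference inhibitor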
mABHD4 FP: inhibitors of mouse ABHD4; Q8VD66; purified mABHD4, FP-Rh probe fluorescence polarization; inhibition, % at 8.92 µM; 370,000 compounds, 0.54% hits;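 active means inhibition exceeding the mean over every tested compound plus 3 SD, cut at about 30% in these data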;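 further: 0% = plate median of compound wells and 100% = S159A mutant with DMSO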
Target sequence (Q8VD66 whole entry, looked up): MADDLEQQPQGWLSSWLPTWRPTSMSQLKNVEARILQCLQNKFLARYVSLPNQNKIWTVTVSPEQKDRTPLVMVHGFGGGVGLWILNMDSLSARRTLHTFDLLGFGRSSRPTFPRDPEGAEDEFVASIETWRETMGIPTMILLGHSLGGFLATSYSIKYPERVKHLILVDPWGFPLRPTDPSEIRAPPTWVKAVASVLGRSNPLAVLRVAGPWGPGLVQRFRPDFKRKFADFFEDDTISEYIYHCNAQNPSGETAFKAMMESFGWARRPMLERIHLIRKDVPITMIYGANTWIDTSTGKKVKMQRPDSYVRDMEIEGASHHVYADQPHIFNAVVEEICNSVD
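Assay system: wild-type mouse ABHD4 protein; compound: single nominal dose of 8.92 µM, 0.89% DMSO final; schedule: 45 min + 60 min at 25 °C; measured by: FP readout, ex 525 nm / em 598 nm; evaluation: % inhibition of FP-Rh probe binding versus controls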
rCAG RNA binder: molecules binding r(CAG) RNA repeats | r(CAG) RNA repeat, TO-PRO-1 dye displacement fluorescence | inhibition, % at 3 µM | 370,000 compounds, 1.3% hits | AID 651821;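 active means inhibition above the plate cutoff, the mean of all test compounds on that plate plus 3 SD, cut at about 35% in these data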;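 further: 0% = DMSO alone and 100% = 100 µM mitoxantrone as full dye displacement; higher means more dye released from RNA so lower well fluorescence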
TCR-CD3 inh: inhibitors of human TCR-CD3 interaction | TAMRA-labeled TCR probe fluorescence, biochemical | inhibition, % at 9.4 µM | 360,000 compounds, 0.37% hits | AID 651800; in the data active means inhibition above about 19%;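 further: recombinant mutant TCR 2C K166C tagged with TAMRA read by polarization; 0% = receptor in buffer alone and 100% = receptor with positive control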
HTRA1 inhibitor: blocks human HTRA1 serine peptidase. 340,000 compounds, 0.5% hits. inhibition, % at 5.96 µM. Q92743. recombinant HTRA1, FP-rhodamine activity-based probe, fluorescence polarization. AID 504803; in the data active means inhibition above about 36%;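 further: 0% = enzyme with DMSO and 100% = wells lacking enzyme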
Target sequence (Q92743 whole entry, looked up): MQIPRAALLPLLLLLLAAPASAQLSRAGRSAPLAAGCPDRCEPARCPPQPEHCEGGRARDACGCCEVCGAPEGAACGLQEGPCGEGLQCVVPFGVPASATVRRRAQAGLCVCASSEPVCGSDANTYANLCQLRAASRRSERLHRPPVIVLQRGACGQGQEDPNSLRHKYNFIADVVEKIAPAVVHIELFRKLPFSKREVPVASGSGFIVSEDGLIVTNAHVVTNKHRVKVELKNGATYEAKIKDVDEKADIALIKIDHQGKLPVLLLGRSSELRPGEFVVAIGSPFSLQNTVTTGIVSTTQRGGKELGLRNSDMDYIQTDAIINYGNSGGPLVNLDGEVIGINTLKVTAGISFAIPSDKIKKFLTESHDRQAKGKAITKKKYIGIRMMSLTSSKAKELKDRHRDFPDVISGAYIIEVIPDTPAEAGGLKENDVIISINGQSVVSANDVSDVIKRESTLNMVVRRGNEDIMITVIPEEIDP
PG9 binder: binds the HIV-1 gp120 antibody PG9; TR-FRET gp120-PG9 antibody binding; inhibition, % at 6.7 µM; 360,000 compounds, 0.43% hits; AID 624416; in the data active means inhibition above about 8.5%
LEDGF integ inh: blocks HIV-1 LEDGF/p75-dependent DNA integration; TR-FRET IN-LEDGF/p75 DNA integration, Eu/Cy5; inhibition, % at 3.7 µM; 370,000 compounds, 0.64% hits; AID 743269;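 active means inhibition above the screen-wide mean plus 3 SD, cut at about 13% in these data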;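 further: signal is the Cy5 over europium emission ratio at 671 and 618 nm; 0% = plate median of compound wells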
Rev-erbA mod: Rev-erb alpha (human) modulation | P20393 | Rev-erbα–FITC-DNA binding, fluorescence polarization, 90 min | activity, % at 10 µM | 370,000 compounds, 0.79% hits | AID 1259318;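 active means activity above about 14%, limit read from the data; passing the limit was not always enough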;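 further: 0% = DMSO wells with 35 nM protein and 100% = DMSO wells with 750 nM protein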
* hit, by the source's call; x = not tested or not shown; & = joins results of further samples. Only part of the results is shown; count on the stated rates, not on these rows.

Every second line gives: TCR-CD3 inh	Rev-erbA mod	LEDGF integ inh	rCAG RNA binder	HTRA1 inhibitor	PG9 binder	MBD2 inh	mABHD4 FP	UHRF1 MBD2 ctr	PRMT1 inh
CCCCC(CC)c1nnc(NC(=O)c2cccs2)s1 (stereo unspecified)
  -2	-6	-6	-2	-3	1.1	3	-5	-1	5
COC(=O)CSc1nc(C)c(C(C)=O)cc1C#N
  -4	-3	0	-1	-2	-2.0	3	4	0	0
CCn1c(SCC(=O)N2CC(C)OC(C)C2)nc2c([nH]c3ccccc32)c1=O (stereo unspecified)
  9	-2	2	-5	3	-2.3	-5	-1	-1	-2
N=C1/C(=C\c2ccc(-c3cccc(C(=O)O)c3)o2)C(=O)N=C2SC=C(c3ccccc3)N12
  7	-11	12	86*	-43	-2.4	4	-1	14	22*
COC(=O)[C@@]12C[C@@H](CC(=O)NCc3cccc4ccccc34)C(=O)N(CCc3ccc(OC)c(OC)c3)C1=CCC(C)(C)C2
  -4	0	-4	5	x	-1.0	1	-3	-1	2
COc1ccc(OC)c(NC(=O)COC(=O)c2ccc(S(=O)(=O)N3CCOCC3)cc2)c1
  -5	-1	2	-2	4	2.0	1	-1	3	3
CC(NC(=O)c1ccccc1SCC(=O)N1CCCC1)c1ccccc1 (stereo unspecified)
  3	-1	4	-4	1	-4.2	3	1	5	-1
Cc1cccc(NC(=O)CN(CC2CCCO2)C(=O)c2cc3ccccc3o2)c1C (stereo unspecified)
  -6	-1	0	-1	-10	1.1	-1	-12	-1	-8
O=C(COC(=O)c1ccc(S(=O)(=O)Nc2ccccc2)cc1)NCCC1=CCCCC1
  -4	1	1	5	-25	3.4	-7	-5	18	0
COc1ccc2[nH]c(=O)c(CN(C(=O)C3CCCO3)c3ccc(C)c(C)c3)cc2c1 (stereo unspecified)
  2	4	1	0	6	-0.1	2	0	-1	-2
CCN(CC(=O)NC1CCS(=O)(=O)C1)C(=O)c1cc(OC)c(OC)c(OC)c1 (stereo unspecified)
  5	2	-4	1	-3	-1.3	1	-1	-1	-1
COc1cccc(CNC(=O)COC(=O)c2c(NC(C)=O)sc(C)c2C)c1
  5	-6	2	2	4	0.6	-1	5	0	-2
CC(C)CN(C(=O)COC(=O)c1cnccn1)c1c(N)n(Cc2ccccc2)c(=O)[nH]c1=O
  6	1	-1	1	1	-0.5	1	2	-3	0
CCOC(=O)c1cnc2cc(C)nn2c1-c1ccccc1
  0	-3	-3	-2	-6	-1.8	-2	-7	-3	-2
CCOC(=O)c1ccccc1NC(=S)N1CCN(C2CCCCC2)CC1
  -4	-5	1	1	-1	-1.3	0	-1	2	-2

Shown as a hit in PRMT1 inh (from the list above):
SMILES	TCR-CD3 inh	Rev-erbA mod	LEDGF integ inh	HTRA1 inhibitor	PG9 binder	MBD2 inh	mABHD4 FP	UHRF1 MBD2 ctr	PRMT1 inh
N=C1/C(=C\c2ccc(-c3cccc(C(=O)O)c3)o2)C(=O)N=C2SC=C(c3ccccc3)N12	7	-11	12	-43	-2.4	4	-1	14	22*

Returning to the listing with the 2 entries that preceded the break.
Every second line gives: TCR-CD3 inh	Rev-erbA mod	LEDGF integ inh	rCAG RNA binder	HTRA1 inhibitor	PG9 binder	MBD2 inh	mABHD4 FP	UHRF1 MBD2 ctr	PRMT1 inh
CCOC(=O)c1cnc2cc(C)nn2c1-c1ccccc1
  0	-3	-3	-2	-6	-1.8	-2	-7	-3	-2
CCOC(=O)c1ccccc1NC(=S)N1CCN(C2CCCCC2)CC1
  -4	-5	1	1	-1	-1.3	0	-1	2	-2
COc1ccccc1NS(=O)(=O)c1cc(NC(=O)c2cc[n+]([O-])cc2)ccc1N1CCCC1
  13	-3	1	4	-1	-2.0	-3	1	-1	-1
NCCCC[C@H](N[C@@H](CCc1ccccc1)C(=O)O)C(=O)N1CCC[C@H]1C(=O)O
  2&1	-4&1&7	3&-2	3&0	7&9	0.4&-1.6	-7&0	-2&0	-2&-1	-1&-6
CCn1nc(NC(=O)CC(C)C)c2cc3ccc(C)cc3nc21
  -6	0	-2	2	0	1.7	-9	2	0	1
CCc1ccc(C2CC(=O)N(c3ccc(F)cc3)C3=C2C(=O)OC3)cc1 (stereo unspecified)
  6	-1	-3	-5	-4	-2.1	0	4	0	-1
O=C(CC1CCCC1)N1CC[C@H]2[C@H](CCCN2Cc2ccccc2)C1
  x	-4	6	0	x	x	0	9	1	-2
CC(=O)c1c(C)nc2sc3c(=N)n(N)cnc3c2c1-c1ccc(Cl)cc1
  0	4	-3	7	9	1.3	6	-35	0	2
Cc1ccc(N2C(=O)CSC2c2cccnc2)c(Cl)c1 (stereo unspecified)
  -9	1	-1	0	1	-1.6	-1	0	-1	0
COC(=O)/C(=C/Nc1ccccc1)[N+](=O)[O-]
  -1	0	-2	-2	8	-0.5	5	3	2	5
CCCc1[nH]nc2c1C1(C(=O)N(C(C)C)c3ccccc31)C(C#N)=C(N)O2 (stereo unspecified)
  -5	-3	-4	-7	2	-0.5	2	-4	4	0
O=C(Nc1ccc(O)c2c(=O)cc(-c3ccccc3Cl)oc12)c1cccs1
  7	-8	1	7	-6	1.0	1	-7	1	0
Cc1ccc(C(=O)Nc2sc(C(=O)N(C)C)c(C)c2C#N)cc1
  4	2	2	-2	3	0.9	-6	10	0	-1
CCCCN1C(=O)c2cccc3cc(O)cc(c23)C1=O
  -8	4	-4	7	-10	1.9	9	-33	4	12
CC1(C)CC(=O)C(N=Nc2ccc(S(=O)(=O)N3CCOCC3)cc2)=C(O)C1
  -10	-5	-3	-2	-1	0.6	6	-5	2	7
CCCCCCn1cc(CN2CC=CS2(=O)=O)nn1
  x	1	-2	-1	x	x	6	7	7	-1
COc1ccc(-c2csc3ncnc(N4CCN(c5ccccc5OC)CC4)c23)cc1
  7	3	4	6	-10	1.7	-6	-6	-2	0
CCOC(=O)N1CCC(NC(=O)c2cc(S(=O)(=O)NCCc3ccccc3)ccc2F)CC1
  5	1	0	-8	0	1.7	-4	1	0	1
CN(C)S(=O)(=O)n1cnc(C(CCO)c2ncn(S(=O)(=O)N(C)C)c2CCCO)c1 (stereo unspecified)
  3	-3	1	-5	1	0.6	-2	3	-1	0
COc1ccc(N(C(=O)Cc2cccs2)C2C=CS(=O)(=O)C2)cc1 (stereo unspecified)
  2	-2	1	9	8	-0.1	2	14	1	5
CNS(=O)(=O)c1ccc(C)cc1
  5	-4	-1	0	4	-2.1	-5	9	4	-4
COc1cccc(N2CCN(C3CC(=O)N(c4ccc(F)c(Cl)c4)C3=O)CC2)c1 (stereo unspecified)
  8	-4	-2	-4	2	-0.6	1	2	-1	2
CCOC(=O)NC(=O)/C(C#N)=N\Nc1cccc(Cl)c1
  -2	2	6	22	-5	1.4	2	4	0	-3
COc1ccc(NC(=S)N2CCCC2)cc1OC
  3	-4	0	-1	3	-3.3	2	-1	-3	1
COc1cc2ncnc(NCc3ccc(C)o3)c2cc1OC
  1	-2	-4	-5	1	-0.9	3	4	1	-2
C[C@H](CO)N1C[C@H](C)[C@@H](CN(C)S(=O)(=O)c2ccc(F)cc2)Oc2c(NS(=O)(=O)c3ccccc3)cccc2C1=O
  -7	7	-2	10	-5	-0.9	2	3	2	1
c1ccc(-c2nnc(CSc3nc4ccccc4[nH]3)o2)cc1
  4	8	0	2	-3	0.5	-5	7	7	-3
O=c1c2oc3ccccc3c2[nH]c(=S)n1-c1ccccc1
  -2	8	0	1	5	17*	0	1	2	6
Cc1ccc(C)c(N2CN(Cc3ccco3)CNC2=S)c1
  2	-3	0	-1	0	0.8	0	0	2	-1
COc1ccc(Nc2nc3c(c(=O)n(C)c(=O)n3C)n2CCO)cc1
  1	3	-2	-1	2	-3.4	6	5	0	1
CNc1ncnc2c1ncn2[C@H]1CN(Cc2ccc(Cl)cc2)C[C@@H](CO)O1
  -5	2	-1	-1	x	1.7	-4	8	-3	-1
COc1ccc(/C=N/Nc2nc3ccccc3[nH]2)c(OC)c1OC
  0	5	-1	-3	10	-7.1	0	8	-2	-2
CN1C(=O)C(=O)/C(=C(/O)c2ccc(Br)cc2)C1c1ccc(Cl)cc1 (stereo unspecified)
  -6	-2	-1	4	0	5.2	4	11	-4	3
COc1ccc(CN2C(=O)c3ccccc3C2=O)cc1C(=O)N(C)CC(=O)Nc1ccc(F)cc1
  -4	2	-7	2	-5	0.6	0	7	-1	5
COc1ccccc1Oc1ncnc2sccc12
  2	4	-6	-2	5	2.5	-3	-2	-1	-1
Cc1ccc(NC(=O)Cn2nnc(C(=O)NCc3cccs3)c2N)c(C)c1
  0	3	1	2	2	-1.5	-3	2	-1	-2
O=C(COc1ccc(Cl)c(Cl)c1)NC1CCS(=O)(=O)C1 (stereo unspecified)
  5	3	3	-1	-1	-3.3	1	1	0	-3
Cc1cccc(OCC(=O)N/N=C2/SCC(=O)N2Cc2ccco2)c1
  1	0	3	-5	-1	-3.8	1	2	-1	-1
Cc1cc(/C=C2/NC(=O)NC2=O)c(C)n1-c1sc2c(c1C#N)CCCC2
  5	0	-3	13	5	0.0	0	13	-2	2
O=C(COC(=O)c1cccc(Oc2ccccc2)c1)NCc1ccco1
  3	5	1	-8	-12	-0.9	-7	-21	1	-1
O=C(Nc1ccc2sccc2c1)c1cccc(N2C(=O)CCC2=O)c1
  2	9	4	0	-4	0.8	-6	2	1	-3
CCCn1c(SCC#N)nc2c(c1=O)C1(CCCC1)Cc1ccccc1-2
  5	4	-1	-1	-28	0.5	5	-20	-1	1
COc1ccc2cc(C(=O)C3CCCN(C(=O)CCc4ccccn4)C3)ccc2c1 (stereo unspecified)
  -4	-5	0	-5	-4	0.5	2	-2	-3	-2
COc1cccc(OCc2cc(/C=N/Nc3ccc(C(=O)O)cc3)ccc2OC)c1
  0	-1	-7	64*	-61	-0.9	4	34*	2	10
CC(=O)c1ccc(N(CC(=O)NC2CCCCC2)C(=O)c2csnn2)cc1
  0	2	9	0	5	-1.8	-1	-6	0	-9
COc1ccc2sc(-c3ccc(S(C)(=O)=O)cc3)c(C#CCO)c2c1
  12	-1	-2	10	-40	0.1	7	-28	11	-4
CS(=O)(=O)N(CC(=O)NCc1ccccc1)c1ccc(Cl)cc1
  2	9	3	-4	0	-0.7	-5	-9	1	-3
CCCC(=O)Nc1nnc(SCC(=O)NCc2cccs2)s1
  1	0	2	0	-9	2.9	7	-14	4	-1
Cc1nc(NC(=O)C2CCCCC2)sc1C
  5	8	-2	-4	0	0.2	-1	1	0	0
O=C(CN1C(=O)NC2(CCc3ccccc32)C1=O)Nc1ccc(N2CCOCC2)cc1 (stereo unspecified)
  -6	3	0	7	-1	-0.7	2	5	1	4
COc1cccc(CC(=O)OCC(=O)NC(Cc2ccccc2)C(C)=O)c1 (stereo unspecified)
  5	-4	-1	-6	6	-0.7	0	3	2	0
COc1cccc2cc(C(C)N(CCCN3CCOCC3)C(=S)Nc3cc(C)ccc3C)oc12 (stereo unspecified)
  -3	5	-2	-9	-3	-0.2	7	-9	5	6
O=C(Cc1ccc(Cl)cc1Cl)NC1CCCCCC1
  2	2	0	-3	-13	1.5	-6	-8	2	1
CCCCCOC(=O)NCC(O)c1ccccc1 (stereo unspecified)
  2	1	5	-5	4	-1.7	0	-1	0	0
Cc1cccc(OCCN2CCOCC2)c1C
  -3	-5	-8	-3	0	0.0	-4	4	0	3
